# Bioassay records deposited in PubChem by The Scripps Research Institute Molecular Screening Center.
# PREPL inhibitor: inhibitors of human prolyl oligopeptidase-like enzyme PREPL; Q4J6C6; recombinant PREPL, fluorescence polarization activity-based probe; inhibition, % at 5.96 µM; 320,000 compounds, 0.68% hits; AID 2751; in the data active = inhibition above about 43%;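 also: 0% = enzyme with DMSO and 100% = wells lacking enzyme; many of its hits are not listed in these tables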
# LYPLA1 counter: counter-screen for PME1 inhibitors: inhibitors of human LYPLA1. AID 2174. recombinant LYPLA1, FP-Rh probe fluorescence polarization. 320,000 compounds, 0.16% hits. inhibition, % at 5.9 µM. O75608;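 active = inhibition above the mean of all tested compounds plus 3 SD, set per campaign, cut at about 14% in these data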;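 also: inhibitors block serine hydrolase probe labeling of LYPLA1 so polarization falls; 0% = enzyme with DMSO and 100% = wells lacking LYPLA1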
# Target sequence (O75608 whole entry, looked up): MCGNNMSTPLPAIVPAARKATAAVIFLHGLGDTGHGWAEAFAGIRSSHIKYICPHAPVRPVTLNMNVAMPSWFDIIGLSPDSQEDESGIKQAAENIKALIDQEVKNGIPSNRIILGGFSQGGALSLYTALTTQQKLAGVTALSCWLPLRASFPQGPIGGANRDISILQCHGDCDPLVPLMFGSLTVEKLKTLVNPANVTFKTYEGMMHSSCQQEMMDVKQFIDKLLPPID
# PAD4 FP inh: PAD4 (human) enzyme inhibition | recombinant PAD4, RCA probe fluorescence polarization | inhibition, % at 6.36 µM | Q9UM07 | AID 485272 | 330,000 compounds, 0.41% hits;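 active = percent inhibition above a cutoff equal to the mean of all tested compounds plus 3 SD, cut at about 15% in these data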;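 also: 0% = PAD4 with RCA probe and DMSO and 100% = probe without PAD4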
# PAFAH1B2 FP inh: inhibitors of human PAFAH1B2; recombinant PAFAH1B2, FP-rhodamine activity probe, fluorescence polarization; inhibition, % at 3.39 µM; 340,000 compounds, 1.2% hits; AID 492953;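 active = inhibition above the mean of all tested compounds plus 3 SD, cut at about 24% in these data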;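 also: 0% = enzyme with DMSO and 100% = wells lacking PAFAH1B2; many of its hits are not listed in these tables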
# LYPLA2 counter: blocks human lysophospholipase 2, a PME1 counter-screen | 320,000 compounds, 0.38% hits | AID 2177 | recombinant LYPLA2, FP-Rh probe fluorescence polarization | O95372 | inhibition, % at 5.9 µM;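 active = inhibition above the screen-wide mean plus 3 SD, limit set per campaign, cut at about 26% in these data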;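 also: 0% = LYPLA2 with DMSO and 100% = wells lacking LYPLA2 enzyme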
# Target sequence (O95372 whole entry, looked up): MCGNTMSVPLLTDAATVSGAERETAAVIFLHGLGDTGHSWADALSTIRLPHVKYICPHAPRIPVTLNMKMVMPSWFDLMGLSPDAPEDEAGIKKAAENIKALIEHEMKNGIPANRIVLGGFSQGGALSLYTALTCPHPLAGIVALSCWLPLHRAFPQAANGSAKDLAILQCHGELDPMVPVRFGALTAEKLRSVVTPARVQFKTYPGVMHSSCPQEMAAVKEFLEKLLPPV
# PAFAH2 inh: inhibitors of human PAFAH2 | Q99487 | recombinant PAFAH2, FP-rhodamine activity probe, fluorescence polarization | inhibition, % at 3.39 µM | 340,000 compounds, 0.99% hits | AID 492956;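 active = inhibition above the mean over all tested compounds plus 3 SD, cut at about 30% in these data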;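 also: inhibitors block probe labeling of enzyme so polarization drops; 0% = enzyme with DMSO and 100% = wells lacking PAFAH2 protein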
# PAFAH1B3 FP inh: blocks human PAF acetylhydrolase 1B catalytic subunit 3. 340,000 compounds, 0.28% hits. recombinant PAFAH1B3, FP-rhodamine probe, fluorescence polarization. AID 492972. inhibition, % at 3.39 µM;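 active = inhibition above the screen-wide average of all tested compounds plus 3 SD, cut at about 25% in these data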;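 also: 0% = enzyme with DMSO only and 100% = wells lacking PAFAH1B3 protein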
# pPAFAH inh: pPAFAH (human) enzyme inhibition. recombinant pPAFAH, FP-rhodamine probe fluorescence polarization. inhibition, % at 3.39 µM. 330,000 compounds, 1.5% hits;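 active = inhibition above the mean inhibition across the screen plus 3 SD, cut at about 25% in these data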;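 also: inhibitors block binding of the rhodamine activity-based probe so polarization drops; 0% = enzyme with DMSO and 100% = wells lacking pPAFAH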
# Target sequence (Q13093 whole entry, looked up): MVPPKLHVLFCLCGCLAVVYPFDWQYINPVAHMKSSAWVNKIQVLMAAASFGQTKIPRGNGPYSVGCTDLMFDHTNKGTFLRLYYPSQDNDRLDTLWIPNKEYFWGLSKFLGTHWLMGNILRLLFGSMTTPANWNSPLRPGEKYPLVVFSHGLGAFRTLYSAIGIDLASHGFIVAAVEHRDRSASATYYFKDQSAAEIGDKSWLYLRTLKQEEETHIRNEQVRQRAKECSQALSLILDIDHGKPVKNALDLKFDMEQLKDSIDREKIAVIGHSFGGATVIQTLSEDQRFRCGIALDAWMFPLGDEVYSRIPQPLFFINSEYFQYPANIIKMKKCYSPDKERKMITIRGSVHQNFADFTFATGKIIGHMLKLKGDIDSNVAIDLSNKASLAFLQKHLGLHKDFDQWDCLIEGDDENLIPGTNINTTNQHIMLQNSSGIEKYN
# GSTO1 counter: counter-screen for RBBP9 inhibitors: inhibitors of human GSTO1. recombinant GSTO1, activity-based probe fluorescence polarization. 300,000 compounds, 1.1% hits. P78417. AID 1974. inhibition, % at 5.96 µM;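 active = inhibition above the campaign mean inhibition plus 3 SD, cut at about 35% in these data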;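 also: 0% = GSTO1-1 with DMSO and 100% = wells lacking GSTO1-1 enzyme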
# Starred values were filed as active, the others as inactive; · = no result given.
SMILES,PREPL inhibitor,LYPLA1 counter,PAD4 FP inh,PAFAH1B2 FP inh,LYPLA2 counter,PAFAH2 inh,PAFAH1B3 FP inh,pPAFAH inh,GSTO1 counter
COc1ccccc1CCN1CCCC(CN(C)Cc2ccc(OCCO)cc2)C1 (configuration not stated),5,0,-2,-3,-4,2,-3,-1,1
Cc1cc(C)cc(-n2ncc3c2CCCC3NC(=O)c2csnn2)c1 (configuration not stated),-4,0,2,2,6,3,-5,1,1
CCCCNc1nnc(SCC(=O)c2c(N)n(CCC)c(=O)[nH]c2=O)s1,-5,1,1,2,-7,0,2,4,·
Cc1cc(N2CCCC2=O)ccc1S(=O)(=O)N1CCOCC1,12,1,2,6,7,5,-4,2,1
COCCCNc1nc2ccccc2nc1NS(=O)(=O)c1ccc(C)cc1C,3,1,3,8,-2,-1,5,2,8
O=C(NC1CCCCC1)c1cccs1,-4,1,0,-1,3,1,7,-1,2
CC1(c2ccccc2Cl)NC(=O)N(CC(=O)N2c3ccccc3NC(=O)C2(C)C)C1=O (configuration not stated),12,-4,-4,-2,-2,-3,-7,2,·
COC(=O)C1=NN(C(C)=O)C2(CC(=O)N(c3cccc(C)c3)C2=O)C1 (configuration not stated),-4,2,-5,5,-5,8,-3,-5,-1
Cc1ccc(NC(=O)N2CCOCC2)c(C)c1,87*,-4,3,0,6,5,4,6,-3
CCCC1CCC(C(=O)n2nc(N)c3cc4ccc(OC)cc4nc32)CC1 (configuration not stated),-3,-1,-2,1,-3,-6,-6,2,-3
CCn1c(Cc2ccccc2)nnc1SCC(=O)Nc1nccs1,-1,-1,-1,0,11,2,2,3,4
CCOCCCNc1ncc2c(n1)CC(c1ccc(C)cc1)CC2=O (configuration not stated),-2,-3,0,-3,3,0,7,1,-2
CCCCC(=O)N1CCN(c2nc3ccc(OCC)cc3s2)CC1,11,4,1,4,12,1,12,4,-4
O=[N+]([O-])c1cc([N+](=O)[O-])c2cccnc2c1Oc1ccccc1O,-1,-3,4,-2,5,6,4,17,50*
O=C(NCCN1CCOCC1)C1CCC(CNS(=O)(=O)c2ccccc2)CC1 (configuration not stated),-2,-3,0,2,-3,-6,5,10,2
Cc1ccccc1NS(=O)(=O)c1nnc(NC(=O)c2ccccc2C)s1,-13,1,-6,6,-1,-3,8,12,-19
COc1cnc(-c2ccccn2)nc1Sc1ccc(F)cc1,34,-3,2,-6,-3,-9,3,8,6
COc1ccc(C2=NOC(Cn3c(Cc4ccc(Cl)cc4)nc4c3c(=O)n(C)c(=O)n4C)C2)cc1 (configuration not stated),9,-1,-1,-2,-2,-7,-5,1,-5
CCCCC(=O)NC(=S)Nc1c(C)cc(Br)cc1C,-4,2,2,1,1,-5,6,-2,2
CCn1nc(C(=O)NCC(c2cccs2)N2CCOCC2)c2ccccc2c1=O (configuration not stated),15,3,-2,-4,4,-2,6,0,0
CC(C)n1c(NCc2ccccc2O)nc2ccccc21,1,0,-3,10,0,1,0,9,-1
Cc1cc(C)nc(N/N=C/c2cccc([N+](=O)[O-])c2)n1,-11,-3,-1,·,-3,·,·,-3,-5
COc1ccc2cc(CCNC(=O)c3cccc([N+](=O)[O-])c3)c(=O)[nH]c2c1,3,-3,3,3,2,0,1,2,10
CCN(CC(=O)Nc1ccccc1C(F)(F)F)C(=O)c1oc2ccc(OC)cc2c1C,-17,0,0,-6,-3,-6,-1,-3,-2
O=C(NCC1CCCO1)c1csc2c1CCCC2 (configuration not stated),-5,-4,-2,-6,5,-10,2,3,0
COCCN(CCOC)C(=O)COC(=O)c1ccc(Cl)c(S(=O)(=O)N(C)c2ccccc2)c1,2,0,2,0,6,3,8,8,-9
CC(C)Oc1ccc(C(=O)CCN2CCOCC2)cc1,-5,1,-1,1,2,-1,-6,7,-21
Cc1ccccc1-c1nc(CN2CCSCC2)c(C)o1,10,-2,4,1,-3,-6,5,-9,7
CC(=O)NC1=NC(=O)/C(=C/N2CCCCC2)S1,7,-1,1,4,2,0,-1,6,2
CN(C(=O)COc1ccc2c(-c3ccccc3)cc(=O)oc2c1)C1CCS(=O)(=O)C1 (configuration not stated),6,3,2,7,4,-3,5,8,5
Nc1ccccc1SCC(=O)Nc1nc(-c2ccccc2)cs1,6,-5,-4,15,2,-10,8,5,4
CC1CCN(c2nc3ccc(C(=O)N4CCN(Cc5ccc6c(c5)OCO6)CC4)cc3s2)CC1,11,1,2,4,8,-6,-1,1,0
CN(C)c1cccc(NC2=CC(=[N+]3CCOCC3)CC(C)(C)C2)c1,31,4,-10,7,5,3,3,5,4
CCCCOC(=O)c1ccc(NC(c2ccc(C)cc2)P(=O)(OC)OC)cc1 (configuration not stated),2,-7,0,-2,3,11,4,9,12
COc1ccc(-n2c(C)cc(C(=O)CSc3nn4c(=O)c(C(C)(C)C)nnc4s3)c2C)cc1,4,-3,-6,8,-5,4,6,0,-9
Nc1c(C(=O)N/N=C/c2ccc(Cl)cc2)cnn1-c1ccccc1,4,3,-2,7,1,4,1,-1,0
CC1CC(C)CN(C(=O)CSc2nnc(-c3ccc(Cl)s3)o2)C1 (configuration not stated),0,1,-1,4,-2,12,7,-5,0
NC(=O)CSc1nnc(-c2cccc(S(=O)(=O)N3CCCCC3)c2)o1,0,-4,1,4,-2,-6,6,3,8
CCN(CC)C(=O)c1sc2nc(-c3ccncc3)[nH]c(=O)c2c1C,4,2,-1,2,0,1,6,1,-4
Cc1ccc(C(=O)N2CCOCC2)cc1[N+](=O)[O-],14,4,7,5,8,4,8,7,5
CC1=NNC(=O)C1CCC(=O)N/N=C\c1ccccc1[N+](=O)[O-] (configuration not stated),-1,-1,-1,-3,6,-3,1,0,-6
C/C(N)=C(/C#N)C(=O)COC(=O)CSc1ccccc1,19,-3,5,26*,-7,-8,-7,2,-1
CCOc1ccc(C(=O)OCC(=O)NCc2ccccc2)cc1OCC,-3,2,2,2,0,72*,9,1,·
Cc1csc(NC(=O)c2ccc(C)o2)n1,8,1,0,3,4,-6,-6,-3,-8
Cc1cccc(-c2noc(CN(C)C(=O)c3ccc4c(c3)OCO4)n2)c1,-5,-3,-1,0,-3,1,0,1,10
COc1ccc(CN2CCN(Cc3ccc(CO)o3)CC2CCO)cc1C (configuration not stated),0,-1,1,2,-4,6,-1,-4,9
CCOc1ccc(CCNC(=O)COC(=O)C2CCN(c3ccc(C(F)(F)F)cn3)CC2)cc1OCC,5,-1,-3,3,1,1,3,14,7
Cn1cc(S(=O)(=O)N2CCCC2)cc1C(=O)NCCc1ccccc1,1,-2,-1,1,-4,7,11,3,5
CSCCC(Nc1ncnc2ccc(Br)cc12)C(=O)O (configuration not stated),10,-2,2,2,4,3,-2,5,2
CC1=NN(C(=O)CCc2ccccc2)C(O)(c2ccncc2)C1 (configuration not stated),10,-1,1,2,-4,-8,9,2,10
CCN(CC)C(=O)COc1ccc(CC(=O)O)cc1OC,5,2,2,-1,3,2,5,4,2
Cc1cc(=O)n2[nH]c(C(F)(F)F)c(-c3ccccc3)c2n1,-1,-5,-14,19,-6,30,19,-2,6
CCOC(=O)N1CCN(c2nnc(-c3ccccc3)c3ccccc23)CC1,0,-4,0,0,10,1,-2,8,2
CC12CCC(=O)N1C(C(=O)Nc1nc(-c3ccccc3Cl)cs1)CS2 (configuration not stated),4,-2,-7,2,7,2,-3,9,5
Cc1nc2ccccc2c(=O)n1/N=C/c1ccc([N+](=O)[O-])o1,-7,0,-6,·,-4,·,·,6,20
CC(=O)Nc1ccc(NC(=O)Cc2ccc(S(=O)(=O)N3CCCCC3)s2)cc1,3,-6,-4,5,-2,11,6,14,4
Cc1c(C(=O)NCc2ccc3c(c2)OCO3)oc2ccc(S(=O)(=O)N3CCCC3)cc12,1,-1,-1,10,-5,-3,13,1,2
O=C(CN1CCCCCCC1)N/N=C/c1ccc(F)cc1F,14,0,0,3,-2,4,-2,0,1
CC(C)C(=O)Nc1ccc(-c2nc3cccnc3o2)cc1,-6,-2,-2,2,3,-1,8,-2,-7
CCn1c(SCC(=O)NC2CC2)nnc1C(C)Oc1ccccc1 (configuration not stated),-9,1,4,-4,1,-5,4,-3,5

# (listing goes on)
SMILES,PREPL inhibitor,LYPLA1 counter,PAD4 FP inh,PAFAH1B2 FP inh,LYPLA2 counter,PAFAH2 inh,PAFAH1B3 FP inh,pPAFAH inh,GSTO1 counter
CCCNc1c(NS(=O)(=O)c2ccc(NC(=O)CC)cc2)c(=O)oc2ccccc12,-23,0,-2,3,1,-2,1,6,0
Cc1cc(C)nc(SCC(=O)N/N=C/c2cccn2-c2cccc(C(F)(F)F)c2)n1,2,0,-1,-1,4,-1,5,6,0
Cc1sc(NC(=O)c2ccco2)c(CN2CCN(c3ccccn3)CC2)c1C,12,-4,-1,4,8,5,4,16,10
O=C(CSc1nnc(-c2ccncc2)o1)NCc1ccc(Cl)cc1,-7,-3,4,12,1,-1,-2,4,2
COC(=O)C1CN(C(=O)c2cccc(OC(F)F)c2)c2ccccc2O1 (configuration not stated),12,6,2,3,0,-10,-4,3,1
C[C@]12C(=O)N(c3ccc(F)cc3)C(=O)N1[C@H]1c3ccccc3OC[C@@H]1[C@H]2c1ccccc1,6,·,-3,0,·,-5,8,2,·
NS(=O)(=O)c1ccc(NC(CNS(=O)(=O)c2ccccc2)c2ccccc2)cc1 (configuration not stated),-5,-1,-6,1,-4,4,2,7,10
Cc1cc(/C([O-])=C(/C(=S)Nc2ccc(F)cc2)[n+]2ccccc2)c(C)n1-c1ccc(F)cc1,16,-3,-7,3,1,6,-2,-2,5
CC(OC(=O)c1ccc(Cl)nc1)C(=O)Nc1ccc(S(=O)(=O)N2CCCC2)cc1 (configuration not stated),-5,0,-1,5,-4,2,3,4,7
CCN1CCN(CCCCSc2ccccc2)CC1,14,-2,2,·,9,·,·,4,-1
COc1cccc2c1C(=O)C[C@]1(CCCC[C@@H]1C)O2,-5,-3,-5,12,-2,6,15,8,-3
N=C1SC(c2ccccc2)C(=O)N1c1ncc(Cc2ccccc2Cl)s1 (configuration not stated),31,-7,-4,13,-5,25,0,58*,-25
CC(OC(=O)CNC(=O)c1ccc2ccccc2c1)C(=O)NC1CCCCC1C (configuration not stated),23,1,4,11,-1,8,7,3,8
NC(=S)N(c1ccccc1)c1ccccc1,4,-3,2,1,-3,-2,2,3,4
Cc1ccc(S(=O)(=O)CCSc2nccn2C)cc1,11,-1,0,12,-3,0,7,-3,-3
COc1ccc(N2C(=O)CCC(C(=O)NCc3ccccn3)C2c2ccc(F)cc2)cc1 (configuration not stated),-4,-2,-1,4,1,13,10,1,2
CC(=O)C1=C(O)C(=O)N(CO)C1c1ccccc1F (configuration not stated),-1,0,-2,-1,-1,2,-5,3,-4
O=C(O)c1ccc(NC2CC(=O)N(Cc3ccccc3)C2=O)cc1 (configuration not stated),13,3,-2,-2,8,1,3,-7,7

# Structures listed so far that contain bromine, in the order listed:
SMILES,PREPL inhibitor,LYPLA1 counter,PAD4 FP inh,PAFAH1B2 FP inh,LYPLA2 counter,PAFAH2 inh,PAFAH1B3 FP inh,pPAFAH inh,GSTO1 counter
CCCCC(=O)NC(=S)Nc1c(C)cc(Br)cc1C,-4,2,2,1,1,-5,6,-2,2
CSCCC(Nc1ncnc2ccc(Br)cc12)C(=O)O (configuration not stated),10,-2,2,2,4,3,-2,5,2

# Not all compounds are listed (hit frequency here may not be typical).
